PfHsp40 rescue: rescue of yeast from PfHsp40 toxicity, primary screen, S. cerevisiae, ATP luminescence; S. cerevisiae expressing PfHsp40, growth rescue; growth rescue, % at 12.5 µM; 0.68% of 340,000 active; AID 504582, 2011; in the data active = growth rescue above about 28%, passing the limit was not always enough;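 also: yeast W303a lacking pdr1 and pdr3 grown in galactose medium; growth measured after three days at 30 °C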
Mtb BioA inh: M. tuberculosis BioA enzyme inhibitors, primary screen, biochemical, plate reader, single point, HTS. purified M. tuberculosis BioA enzyme. inhibition, % at 9.99 µM. 0.096% of 360,000 active. 7,8-diaminopelargonic acid synthase BioA (Mycobacterium tuberculosis). AID 602481, 2012; in the data active = inhibition above about 40%
TcdB GH inh: TcdB glycohydrolase inhibitors, primary screen, biochemical, single point, plate reader; Toxin B (Clostridioides difficile), P18177; TcdB glycohydrolase enzymatic assay; inhibition, % at 9.99 µM; 0.24% of 350,000 active; AID 652162, 2013; in the data active = inhibition above about 10%
Target sequence (P18177 whole entry, looked up): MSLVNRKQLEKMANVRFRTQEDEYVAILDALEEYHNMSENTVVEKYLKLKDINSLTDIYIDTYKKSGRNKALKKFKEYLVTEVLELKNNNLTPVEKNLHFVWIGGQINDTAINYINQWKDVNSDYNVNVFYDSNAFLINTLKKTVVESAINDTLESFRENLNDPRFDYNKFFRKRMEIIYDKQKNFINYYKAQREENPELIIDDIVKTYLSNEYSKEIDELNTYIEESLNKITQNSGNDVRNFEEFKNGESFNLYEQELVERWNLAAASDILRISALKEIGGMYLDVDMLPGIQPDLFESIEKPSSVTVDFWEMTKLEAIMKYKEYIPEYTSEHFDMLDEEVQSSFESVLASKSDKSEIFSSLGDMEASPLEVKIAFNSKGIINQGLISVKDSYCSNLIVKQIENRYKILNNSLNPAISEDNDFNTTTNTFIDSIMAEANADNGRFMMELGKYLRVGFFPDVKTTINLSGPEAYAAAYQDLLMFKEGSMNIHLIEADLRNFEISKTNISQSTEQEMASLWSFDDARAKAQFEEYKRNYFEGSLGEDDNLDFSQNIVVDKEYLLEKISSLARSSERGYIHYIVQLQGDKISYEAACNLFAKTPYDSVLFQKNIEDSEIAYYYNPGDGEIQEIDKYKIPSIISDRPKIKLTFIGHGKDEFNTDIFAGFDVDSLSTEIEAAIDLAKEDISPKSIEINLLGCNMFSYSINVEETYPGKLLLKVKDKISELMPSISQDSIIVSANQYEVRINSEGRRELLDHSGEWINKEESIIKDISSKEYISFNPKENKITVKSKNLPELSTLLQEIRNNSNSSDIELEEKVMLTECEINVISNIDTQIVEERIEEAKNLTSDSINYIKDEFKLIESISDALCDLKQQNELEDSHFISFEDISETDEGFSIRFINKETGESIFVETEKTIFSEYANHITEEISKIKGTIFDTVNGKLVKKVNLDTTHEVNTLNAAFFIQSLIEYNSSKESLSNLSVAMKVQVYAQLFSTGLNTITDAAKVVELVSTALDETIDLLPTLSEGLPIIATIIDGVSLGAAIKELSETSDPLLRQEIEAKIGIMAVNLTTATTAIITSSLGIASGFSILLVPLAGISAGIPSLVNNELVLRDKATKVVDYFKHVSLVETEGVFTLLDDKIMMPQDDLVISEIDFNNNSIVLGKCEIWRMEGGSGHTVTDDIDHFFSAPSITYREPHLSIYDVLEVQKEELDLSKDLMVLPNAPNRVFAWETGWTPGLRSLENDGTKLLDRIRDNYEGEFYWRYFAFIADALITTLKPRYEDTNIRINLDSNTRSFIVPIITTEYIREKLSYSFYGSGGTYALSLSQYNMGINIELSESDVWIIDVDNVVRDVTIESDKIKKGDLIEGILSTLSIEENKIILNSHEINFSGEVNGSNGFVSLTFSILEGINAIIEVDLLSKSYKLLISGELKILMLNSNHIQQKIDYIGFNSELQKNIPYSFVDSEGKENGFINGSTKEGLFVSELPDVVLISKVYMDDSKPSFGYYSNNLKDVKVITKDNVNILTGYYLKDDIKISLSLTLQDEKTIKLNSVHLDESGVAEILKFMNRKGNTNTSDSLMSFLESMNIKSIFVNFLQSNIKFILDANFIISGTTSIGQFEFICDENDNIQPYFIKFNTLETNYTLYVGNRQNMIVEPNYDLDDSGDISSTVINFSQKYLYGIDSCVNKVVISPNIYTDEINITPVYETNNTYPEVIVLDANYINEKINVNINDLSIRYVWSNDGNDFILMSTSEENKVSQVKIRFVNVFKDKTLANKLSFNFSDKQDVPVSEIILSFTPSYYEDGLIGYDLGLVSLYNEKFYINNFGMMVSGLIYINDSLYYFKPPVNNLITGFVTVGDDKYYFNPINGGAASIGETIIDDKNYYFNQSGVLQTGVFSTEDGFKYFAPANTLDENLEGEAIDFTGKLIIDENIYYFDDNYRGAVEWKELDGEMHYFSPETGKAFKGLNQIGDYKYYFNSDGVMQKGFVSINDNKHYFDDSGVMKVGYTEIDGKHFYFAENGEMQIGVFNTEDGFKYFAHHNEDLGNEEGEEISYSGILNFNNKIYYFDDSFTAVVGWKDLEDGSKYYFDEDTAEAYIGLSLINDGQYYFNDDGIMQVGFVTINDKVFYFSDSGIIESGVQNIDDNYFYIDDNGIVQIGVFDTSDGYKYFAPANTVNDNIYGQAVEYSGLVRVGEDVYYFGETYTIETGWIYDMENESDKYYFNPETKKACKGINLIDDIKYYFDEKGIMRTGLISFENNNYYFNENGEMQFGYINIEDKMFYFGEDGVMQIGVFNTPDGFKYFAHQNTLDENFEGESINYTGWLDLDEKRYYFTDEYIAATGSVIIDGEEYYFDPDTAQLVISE
Mtb FBA inh: Mtb FBA enzyme inhibitors, primary screen, biochemical, fluorescence, strain H37Rv; 2.3% of 360,000 active; purified M. tuberculosis FBA, fluorescence read-out; Fructose-bisphosphate aldolase (Mycobacterium tuberculosis (strain ATCC 25618 / H37Rv)), …; inhibition, % at 1 µM; in the data active = inhibition above about 27%;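 also: 0% = vehicle and 100% = reference inhibitor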
GDH-TPI counter: GDH-TPI coupling enzyme inhibitors, primary screen, artefact control for M. tuberculosis FBA inhibitor project, biochemical, absorbance, full deck; GDH-TPI coupled enzyme counterscreen, NADH absorbance; inhibition, % at 4.8 µM; 1.2% of 360,000 active; in the data active = inhibition above about 30%;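 also: 0% = DMSO wells and 100% = wells lacking the enzyme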
Yp Topo-I inh: Yersinia pestis topoisomerase I inhibitors, primary screen, biochemical, cleavage product accumulation, plate reader, single point | DNA topoisomerase I (Yersinia pestis CO92) | Y. pestis Topo-I cleavage product accumulation | activity, % at 10 µM | 0.064% of 360,000 active | AID 504884, 2011; in the data active = activity above about 50%, passing the limit was not always enough; also: inactives centre near 2
BH1578 lux ind: inducers of Vibrio cholerae quorum light production without autoinducers, primary screen, BH1578 luxS cqsA deficient, single point. V. cholerae BH1578 lux reporter, luminescence, 6 h. activation, % at 18.7 µM. 0.16% of 350,000 active; in the data active = activation mostly above about 9.7%, no sharp cut-off; also: not every result past the cut was called active; inactives centre near 0; reference of the scale not given here
UGM FP inh: M. tuberculosis UGM enzyme inhibitors, primary screen, biochemical, fluorescence polarization, single point | purified UGM, fluorescence polarization probe displacement | inhibition, % at 10 µM | 0.06% of 320,000 active | AID 504406, 2011; in the data active = inhibition above about 10%, passing the limit was not always enough
FadD28 FP inh: inhibitors of FadD28 bisubstrate probe binding, primary screen, biochemical, fluorescence polarization, single point; inhibition, % at 12.5 µM; 0.22% of 360,000 active; in the data active = inhibition above about 8.5%, passing the limit was not always enough
Numbers without * were called inactive; i = inactive; nt = no result given; & = joins results of further samples.

Structure	GDH-TPI counter	FadD28 FP inh	Mtb FBA inh	UGM FP inh	PfHsp40 rescue	Yp Topo-I inh	BH1578 lux ind	Mtb BioA inh	TcdB GH inh
CC1CCN(C(=O)c2[nH]cnc2C(=O)N[C@@H](CCCCNC(=O)OC(C)(C)C)C(=O)OC(C)(C)C)CC1	6.2	0.6	1.3	-0.5	0.3	22.9	i	1.3	2.7
O=c1c2ccccc2nc2c3ccccc3c(NCc3ccccn3)nn12	2.1	-3.1	78.6*	-7.3	9.3	17.7	0.1	-0.8	1.7
Clc1ccc2nc(CSc3ccccc3)cn2c1	7.4	0.4	1.0	-2.9	1.4	2.1	-0.4	nt	0.7
NC(=S)Nc1ccc(C(F)(F)F)cc1Cl	6.1	-1.1	-2.9	0.5	1.3	1.6	-0.1	2.2	0.1
CCc1c(C)nc2ncnn2c1N1CCCC(C(=O)NCCc2ccc(OC)cc2)C1 (centres undefined)	0.3	-4.2	0.6	-0.7	0.3	7.6	i	4.8	nt
COc1ccc(S(=O)(=O)N(CC(=O)N2CCCCCC2)c2ccccc2OC)cc1	-6.8	-0.9	-2.1	-4.0	-0.8	15.5	-0.3	-0.3	0.5
COc1cc(OC)cc(-c2oc3cccnc3c2C#CCCO)c1	10.8	-18.8	41.9*	1.5	-0.7	44.3	-4.0	0.5	0.9
CC(C)c1ccc(S(=O)(=O)c2cnc(=S)[nH]c2N)cc1	3.0	0.4	1.2	-0.5	-1.7	3.5	-0.3	0.2	0.6
CC(C)CN(C(=O)CSc1nc(-c2ccccc2)cn1N)c1c(N)n(Cc2ccccc2)c(=O)[nH]c1=O	2.4	-2.5	7.5	0.2	-0.4	32.1	i	-1.2	1.8
Cc1ccc(C=C2C(=O)c3ccccc3C2=O)o1	0.7	-3.3	-7.4	-0.3	0.3	-4.1	-0.4	-0.1	nt
CC(C)c1ccc(OCC(O)CN2CCN(c3ccccc3)CC2)cc1 (centres undefined)	-7.8&8.8	-3.1&-0.5	-0.7&-3.1	-1.8	-0.3&0.0	28.4&12.0	-1.0&-0.2	-4.4	1.1&-1.9
O=C(NCc1cccnc1)C(=O)Nc1nc(C23CC4CC(CC(C4)C2)C3)cs1	14.7	-1.1	1.0	-3.6	3.9	16.0	5.3	-0.8	-0.3
COc1ccccc1OCC(=O)OCC(=O)NC1CCCCC1	4.3	1.0	-1.0	4.3	-0.3	-2.8	i	-1.2	-2.6
NS(=O)(=O)c1ccc(N2N=C(c3ccccc3)CC2c2ccccc2Cl)cc1 (centres undefined)	25.0	-2.2	187.6*	nt	0.9	34.0	-2.0	0.5	0.3
S=C(NCc1cccs1)Nc1cc(Cl)cc(Cl)c1	-13.7	-15.5	-0.2	1.9	0.3	-2.6	-0.6	nt	1.1
O=C(CCCn1nnnc1CN1CCOCC1)N1CCN(c2ccccc2F)CC1	-3.5	-1.4	-2.0	2.3	-1.1	0.4	-0.4	1.0	0.1
CN(C)CCN(Cc1ccccc1)C(=O)C1CCN(c2ncnc3c2nc2n3CCCCC2)CC1	-3.5	-0.5	3.2	3.6	1.5	6.8	i	0.3	0.9
COc1ccccc1-c1nnc(SCC(=O)c2c(N)n(C3CC3)c(=O)[nH]c2=O)o1	-0.7	-1.8	-0.8	-1.4	1.1	5.2	i	-1.7	1.2
Cc1cccc(C)c1Nc1nnc(SCc2cn3cccc(C)c3n2)s1	-4.5	-3.8	0.2	3.8	1.1	20.6	-0.3	nt	1.4
Cc1ccccc1-c1nnn(CC(=O)Nc2cccc(S(N)(=O)=O)c2)n1	5.9	3.1	3.9	-0.2	-0.5	0.9	-1.6	nt	5.4
Cc1ccc2nc(C)c3c(c2c1)COC3	3.8	-4.2	-1.2	-1.6	0.6	0.3	-0.7	-1.0	nt
Cc1ccc(NC(=O)CCc2nnc3ccc(NCc4ccco4)nn23)cc1	6.9	-1.8	0.6	-0.1	-1.2	3.2	i	-2.4	0.9
O=[N+]([O-])c1ccc(NCCc2ccccc2)c(Br)c1	nt	-3.4	nt	3.6	-0.4	0.3	-10.0	2.2	-0.3
CSCCC(NC(=O)c1ccccc1Cl)C(=O)NNC(=O)c1ccccc1O (centres undefined)	6.6	-0.1	7.3	-1.0	-0.7	2.2	-0.6	-1.6	1.2
Cc1cc(Br)cn2c(Cc3ccsc3)c(C(C)(C)C)nc12	nt	-2.0	7.9	nt	nt	nt	nt	-0.2	0.7
COc1ccc(CC(=O)Nc2ccc(-c3cn4ccc(C)cc4n3)cc2)cc1	5.1	-2.5	58.5*	0.0	1.1	-1.0	3.2	nt	nt
COCc1cc(=O)c2ccccc2o1	1.4	-1.3	-2.2	1.2	-0.9	4.8	i	-9.2	1.1
C/C(=C\C(=O)c1ccc(C)o1)Nc1ccc2c(c1)OCO2	14.9	2.0	4.2	0.7	-0.5	4.2	0.4	nt	nt
Cc1c(NC(=O)C23CC4CC(CC(C4)C2)C3)c(=O)n(-c2ccccc2)n1C	0.0	-1.9	-1.3	-1.4	-0.5	-1.0	i	-0.9	1.5
COc1cccc(CNc2nn[nH]n2)c1OC	-3.0	0.6	-1.8	0.1	-0.4	-1.4	0.0	-2.2	nt

Continued; it opens with the four that closed the last part.
Structure	GDH-TPI counter	FadD28 FP inh	Mtb FBA inh	UGM FP inh	PfHsp40 rescue	Yp Topo-I inh	BH1578 lux ind	Mtb BioA inh	TcdB GH inh
COCc1cc(=O)c2ccccc2o1	1.4	-1.3	-2.2	1.2	-0.9	4.8	i	-9.2	1.1
C/C(=C\C(=O)c1ccc(C)o1)Nc1ccc2c(c1)OCO2	14.9	2.0	4.2	0.7	-0.5	4.2	0.4	nt	nt
Cc1c(NC(=O)C23CC4CC(CC(C4)C2)C3)c(=O)n(-c2ccccc2)n1C	0.0	-1.9	-1.3	-1.4	-0.5	-1.0	i	-0.9	1.5
COc1cccc(CNc2nn[nH]n2)c1OC	-3.0	0.6	-1.8	0.1	-0.4	-1.4	0.0	-2.2	nt
COc1cc(CNc2ncnc3c2ncn3[C@H]2CN(CCN3CCOCC3)C[C@@H](CO)O2)cc(OC)c1OC	4.9	-0.5	3.9	nt	nt	1.8	-0.2	-0.5	0.7
CCn1c(CC(=O)Nc2ccc(C)cc2)nnc1SCC(=O)Nc1nc(C)cs1	9.7	-0.1	1.4	1.3	-1.6	2.5	i	-0.4	nt
O=C(O)CC1C(=O)OCN1C(=O)OCc1ccccc1 (centres undefined)	0.0	-1.0	0.7	0.2	-0.7	5.7	i	-0.8	1.1
CSCCC(NC(=O)c1ccccc1Br)C(=O)N1CCN(C(C)=O)CC1 (centres undefined)	-7.6	-3.9	-0.7	-0.3	-1.0	19.2	-0.4	-1.6	-7.2
C[C@@H](OC(=O)c1[nH]cnc1C(=O)NCc1ccc(CNC(=O)OC(C)(C)C)cc1)c1ccccc1	-1.3	-8.4	2.9	2.2	1.1	8.4	-0.6	0.9	-5.7
COC(=O)CCCC1=CC2=C(c3ccccc3)C(=O)C(C)(OC(=O)C3CCCC3)C(=O)C2=CN1c1ccccc1 (centres undefined)	13.6	-1.0	5.5	1.3	-0.8	0.2	i	-0.3	0.8
C=CCn1c(C)nnc1SCC(=O)c1c(N)n(C2CC2)c(=O)[nH]c1=O	2.8	-1.4	-1.4	nt	-1.1	-7.4	12.5	1.4	0.0
CSc1ccccc1C(=O)C1CCCN(Cc2ccn[nH]2)C1 (centres undefined)	-7.2	-3.7	2.1	0.5	0.3	2.9	nt	nt	nt
O=C(NOCc1ccccc1)OCc1ccccc1	11.8	-2.9	1.3	nt	-0.9	4.3	-6.7	-0.7	2.5
N#Cc1ccccc1Cn1c(=O)n(Cc2ccc(C(=O)NCc3ccco3)cc2)c(=O)c2sccc21	2.4	-0.4	-0.6	-1.7	0.3	6.1	-0.5	0.4	-1.0
CCOC(=O)C1CCN(C(=O)c2ccc(OCC(=O)Nc3cccc(C(F)(F)F)c3)cc2)CC1	-1.0	-4.3	-2.7	-1.8	2.2	15.2	-0.3	2.0	0.8
COc1ccc(-c2nc3ccc(N4CCN(C)CC4)cc3c(=O)[nH]2)cc1	18.3	-1.6	32.4*	0.8	-1.5	3.7	6.2	nt	-1.0
O=C(N=Nc1c(O)[nH]c2ccccc12)c1cccc(S(=O)(=O)Nc2ccccc2Cl)c1	18.1	0.5	-0.6	-2.7	-0.4	-2.7	-0.2	nt	1.4
CC(C)C(=O)Nc1ccc(S(=O)(=O)Nc2nccc(/C=C/c3ccccc3)n2)cc1	11.9	-4.1	2.3	-2.2	-0.1	-2.0	i	-1.0	1.2
CCCCN1C(=N)N([C@@H](C)CN2CCC[C@H]2CN2C(N)=NC[C@@H]2Cc2ccccc2)C[C@H]1Cc1ccccc1	10.3	2.0	-1.6	4.3	2.4	9.9	i	-0.6	0.1
CCN(CC)CCn1c2c(c(SCC(=O)Nc3cccc(C(C)=O)c3)nc1=O)CCCC2	9.7	-3.1	3.0	nt	-0.8	14.6	-0.9	14.1	1.5
CSC1=N/C(=C\c2ccccc2C)C(=O)S1	0.8	-2.7	2.2	-1.7	-1.2	1.4	i	nt	0.7
O=C(Nc1ccc(-n2cnnn2)cc1)C1CCCN1C(=O)Nc1ccc(Br)cc1 (centres undefined)	-8.9	nt	2.3	-0.7	0.0	-3.2	-0.2	nt	-0.2
COc1ccc(S(=O)(=O)Nc2cccc(C(C)=O)c2)cc1Br	-0.6	-3.3	-1.7	3.4	1.3	6.4	i	nt	2.1
COC(=O)CCP(=O)(O)Cc1ccccc1CP(=O)(O)CCC(=O)OC	-12.5	-4.1	-1.9	0.5	-1.0	-1.7	nt	-0.9	nt
CCn1cc(C(=O)NCCN(C)C)c(=O)c2cc(F)c(N3CCN(C)CC3)cc21	19.0	-0.7	17.2	-0.9	-1.4	-4.2	-10.0	-1.1	-10.2
CC1CCCCN1C(=O)c1cccc(NC2=C(Cl)C(=O)N(Cc3ccccc3)C2=O)c1 (centres undefined)	4.2	-0.4	-1.0	-1.0	30.9*	25.9	-4.3	-1.8	nt
c1ccc(-c2ccc3nncn3c2)cc1	2.2	-1.6	2.8	nt	nt	5.7	-0.5	1.1	-0.2
O=C(NCCO)/C(=C/c1cccc([N+](=O)[O-])c1)NC(=O)c1ccco1	0.9	-0.4	0.2	-0.5	-1.5	7.4	0.9	nt	-0.4
COC(=O)[C@H](CC(C)C)NS(=O)(=O)c1ccc(F)cc1Br	-4.7	-2.4	1.0	nt	nt	-4.3	-0.4	3.4	1.2
CCCCCn1c(N)c(-c2nc3ccccc3s2)c2c([N+](=O)[O-])nn(C)c(=O)c21	9.5	-0.4	3.7	1.4	-1.8	6.1	-0.5	-1.6	-8.3
Cc1ccc(C)c(Cn2nnc3c(=O)[nH]c(C4CCCN(S(=O)(=O)Cc5ccccc5)C4)nc32)c1 (centres undefined)	-3.0	-3.3	0.1	-1.8	0.9	7.5	-0.2	-2.0	1.3
CN(C)S(=O)(=O)c1ccc(Cl)c(NC(=O)C2CCN(S(=O)(=O)c3cccs3)CC2)c1	2.1	-0.1	-1.0	1.1	0.1	10.0	i	-1.0	-1.0
CCN(CC)S(=O)(=O)c1ccc(NC(=O)CCN2C(=O)C3CC=CCC3C2=O)cc1 (centres undefined)	-0.3	-0.3	4.3	nt	-2.9	-9.2	-0.3	-3.3	0.0
CN1C(=O)C(C)(C)c2cc(S(=O)(=O)N3CCCC3C(=O)NCc3ccccc3Cl)ccc21 (centres undefined)	0.0	0.1	2.4	-1.4	-0.7	7.2	-0.2	2.7	0.5

Bioassay records as filed in PubChem.
